Assay outcomes (PubChem BioAssay)
esBAF inh: inhibitors of esBAF chromatin remodeling in mouse ES cells; hit rate 2% among 350,000; Bmi1-luciferase knock-in reporter, 24 h; 100% = twice the neutral-well signal; AID 602393; reporter increase, % at 12.5 µM; in the data active means activation above about 40%; inconclusive means no clear call, values can overlap the other calls;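 further: 0% = median of the plate's neutral control wells and 100% = double that signal; a rise in the Bmi1 reporter signal indicates esBAF inhibition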
PglD DTNB: blocks C. jejuni PglD acetyltransferase activity; purified PglD enzyme, DTNB colorimetric CoA detection; inhibition, % at 12.5 µM; hit rate 0.098% among 360,000; in the data active means inhibition above about 16%, passing the limit was not always enough; inconclusive means no clear call, values can overlap the other calls; further: strong numbers were not always called active
RAD54 branch: RAD54 (human) branch migration inhibition | RAD54 Holliday junction branch migration, FAM/BHQ fluorescence | hit rate 0.14% among 360,000 | Q92698 | inhibition, % at 10.4 µM;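 active means mean normalized replicate activity at least 40 and at least half of replicates scoring 40 or more; inconclusive means only one of the two criteria met; inactive means mean below 40 and under half of replicates reaching 40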;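 further: 0% = median of neutral control wells and 100% = median of positive control wells; inhibitors cause a drop in the FAM fluorescence signal; in these data hits start at about 50%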
E-sel inducer: E-selectin induction on HUVECs | P16581 | HUVEC E-selectin immunofluorescence imaging; normalized: neutral wells 0, TNF-alpha wells 100 | activation, % at 7.58 µM | hit rate 0.37% among 260,000 | AID 686992;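 active means mean E-selectin-positive cell signal at least 10% of the positive control, reached in at least 60% of replicates, without over 20% cell loss; inconclusive means no rule given, readout overlaps actives, possibly toxicity-flagged; inactive means the rest, including those meeting only one limit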;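 further: in these data hits start at about 27%; measured in HUVEC primary endothelial cells; signal is the percent of cells scored E-selectin positive by PE staining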
Target sequence (P16581 whole entry, looked up): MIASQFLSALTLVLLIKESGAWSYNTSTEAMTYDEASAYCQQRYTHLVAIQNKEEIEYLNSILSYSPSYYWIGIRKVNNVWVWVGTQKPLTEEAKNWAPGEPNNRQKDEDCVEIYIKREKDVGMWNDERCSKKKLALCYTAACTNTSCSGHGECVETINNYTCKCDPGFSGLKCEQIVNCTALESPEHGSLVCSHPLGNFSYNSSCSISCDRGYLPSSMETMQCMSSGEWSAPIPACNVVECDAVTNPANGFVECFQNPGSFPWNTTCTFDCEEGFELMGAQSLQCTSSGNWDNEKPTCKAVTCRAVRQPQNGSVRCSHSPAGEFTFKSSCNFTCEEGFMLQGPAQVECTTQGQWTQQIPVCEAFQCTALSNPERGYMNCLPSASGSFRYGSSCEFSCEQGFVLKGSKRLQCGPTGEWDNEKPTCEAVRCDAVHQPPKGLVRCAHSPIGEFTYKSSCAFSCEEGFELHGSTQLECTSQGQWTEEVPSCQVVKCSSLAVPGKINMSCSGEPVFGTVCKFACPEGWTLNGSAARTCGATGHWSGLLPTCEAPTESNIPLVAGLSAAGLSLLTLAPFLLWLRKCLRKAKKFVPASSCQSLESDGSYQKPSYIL
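Read-out: % PE-positive cells | Test system: HUVEC | Doses: One compound dose added by pin transfer | Buffer or medium: EGM-2 over gelatin coat | Signal: Immunofluorescence imaging | Benchmarks: TNF-alpha, DMSO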
CASP6 VEID inh: inhibitors of human caspase-6; P55212; inhibition, % at 12.5 µM; purified caspase-6, Z-VEID-R110 cleavage fluorescence; hit rate 0.53% among 350,000;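 active means mean inhibition across replicates at least about 35%, with every replicate also reaching that limit, limit read from the data; inconclusive means only one of the two criteria met; inactive means neither criterion met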;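 further: 0% = median of neutral control wells and 100% = no fluorescence left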
Target sequence (P55212 24-179 limits assumed): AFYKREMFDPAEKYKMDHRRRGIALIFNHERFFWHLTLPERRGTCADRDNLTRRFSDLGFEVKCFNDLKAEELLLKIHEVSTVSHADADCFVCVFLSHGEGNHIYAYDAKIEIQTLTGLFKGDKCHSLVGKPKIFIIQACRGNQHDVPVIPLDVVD
Target sequence (P55212 194-293 limits assumed): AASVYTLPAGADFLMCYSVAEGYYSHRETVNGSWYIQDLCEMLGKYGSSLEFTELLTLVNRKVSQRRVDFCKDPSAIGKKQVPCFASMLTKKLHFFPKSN
ERp5 inh: inhibitors of human ERp5 | Q15084 | ERp5 insulin aggregation, absorbance 650 nm, 90 min | inhibition, % at 9.99 µM | hit rate 0.05% among 350,000;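 active means mean replicate inhibition above about 25%, with every replicate also reaching it, limit read from the data, passing the limit was not always enough; inconclusive means only one of those two criteria met; inactive means neither criterion met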
ARNT TACC3 PPI: disruptors of human ARNT/TACC3 interaction. inhibition, % at 9.99 µM. Q9Y6A5. AlphaScreen His-ARNT PAS-B/GST-TACC3 binding, luminescence; TACC3 fragment carries E629A point mutation. hit rate 0.66% among 390,000;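 active means mean inhibition of replicates at least 50% and at least half of replicates each reaching 50%; inconclusive means half or more replicates reach 50% but mean below 50%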;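 further: 0% = complete ARNT plus TACC3 wells and 100% = ARNT alone without TACC3; many hits fall short of the cut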
RAD52 inh: inhibitors of human RAD52 DNA annealing | inhibition, % at 18.7 µM | hit rate 0.46% among 360,000 | AID 651710 | recombinant RAD52 DNA annealing, FRET fluorescence;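 active means every replicate showing at least 50% inhibition; inconclusive means mean inhibition at least 50% but not in every replicate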
* hit, by the source's call; ? = inconclusive; nt = no result given.

Order of results: esBAF inh	PglD DTNB	RAD54 branch	E-sel inducer	CASP6 VEID inh	ERp5 inh	ARNT TACC3 PPI	RAD52 inh
O=C(Nc1cc(F)ccc1F)N1CCCCN2[C@H](CO)[C@H](c3ccc(-c4ccncc4)cc3)[C@H]2C1
→ nt	2	0	-0.3	-4	-1	2	-28
CCC(=O)N1C[C@@H](C)[C@@H](OC)CN(C)C(=O)c2ccc(NC(=O)Nc3ccc(Cl)cc3)cc2OC[C@@H]1C
→ -2	3	-1	-0.2	nt	-5	nt	-7
CCCN1[C@@H]2c3ccc(-c4ccccc4)c(=O)n3C[C@@H]2[C@@H](CO)[C@@H]1C(=O)N[C@@H](C)c1ccccc1
→ 2	1	3	-0.2	-2	4	8	6
CC(OC(=O)c1ccc(Cl)nc1)C(=O)Nc1ccc2c(c1)OCO2 (stereo not given)
→ 21	-2	7	0.1	3	0	3	10
COc1ccc(CN2C(=O)c3c(c(C)n(C)c3C)C2C(=O)NC2CCC(C)CC2)cc1 (stereo not given)
→ -9	0	-3	13	4	5	-2	-10
Cc1cccc(Nc2nnc(SCC(=O)NC(=O)Nc3ccc4c(c3)OCCO4)s2)c1
→ nt	1	3	-1.2	-1	-3	-10	-8
Cc1cccc(C)c1NC(=O)NC1CCc2ccccc21 (stereo not given)
→ 1	-5	4	0.8	0	-1	-14	-19
C#CCN1C=C(C(=O)OCC)C(C)NS1(=O)=O (stereo not given)
→ -1	4	0	0.0	2	-3	5	6
O=[N+]([O-])c1ccc(OCC(O)CN(C2CCCCC2)C2CCCCC2)cc1 (stereo not given)
→ -8	-13	4	0.0	5	2	nt	-10
COc1ccc(OCCCC(=O)OCC(=O)Nc2nnc(-c3ccccc3)o2)cc1
→ -2	2	-5	0.4	4	0	20	-6
Cc1nc([N+](=O)[O-])cn1CC(=O)Nc1ccc(Cl)cc1
→ 1	-10	-3	nt	1	1	2	-13
CC(=O)c1sc(NC(=O)CCS(=O)(=O)c2ccc(F)cc2)nc1C
→ -3	2	2	-0.3	1	4	nt	-67
O=C(NCC(c1ccco1)N1CCOCC1)c1ccc(C(F)(F)F)cc1 (stereo not given)
→ 10	3	-1	nt	2	-3	3	-4
O=C(CN1CCOCC1)NCC[C@@H]1CC[C@H](NC(=O)Nc2ccc(F)cc2)[C@@H](CO)O1
→ 5	0	7	-2.4	2	-1	-11	-20
CCc1nc2ccc(C(=O)N(C)Cc3ccco3)cn2c1N(C)C(=O)Cc1ccccc1
→ -1	-1	-1	-1.0	-19	-1	nt	-6
O=C(CSc1nc2ccc(Cl)cc2[nH]1)NCCc1ccccc1
→ nt	nt	nt	-0.3	-2	4	-5	-20
CCC(C)C(NC(=O)c1ccc(Cl)cc1Cl)C(=O)O (stereo not given)
→ -5	1	-3	nt	nt	nt	-9	nt
CCOC(=O)N1CCC(N2C(=O)c3ccccc3C2Nc2ccc(S(=O)(=O)N3CCOCC3)cc2)CC1 (stereo not given)
→ 1	-3	7	-1.7	6	7	-10	-19
O=C(O)c1cc(C(=O)O)cc(N2C(=O)c3ccccc3C2=O)c1
→ nt	nt	nt	-0.2	21	2	nt	13
CCSc1n[nH]c(=O)n1C
→ nt	nt	nt	0.0	-2	2	nt	-2
O=C(NCC1CCN(c2ccc(S(=O)(=O)N3CCOCC3)cc2)CC1)c1cccc(Cl)c1
→ 3	3	-2	nt	nt	nt	-17	nt
C=CCNc1nc2cc(-c3cccc(Cl)c3)sc2c(=O)n1C
→ 18	-4	2	1.0	3	?	nt	-16
CCNc1ccc(C(=O)O)cc1N
→ nt	nt	nt	nt	2	1	19	-53
CCc1ccc2oc(-c3cc(N)cc(C)c3O)nc2c1
→ 1	-8	-1	nt	nt	nt	5	nt
COc1ccccc1C(=O)OCn1nnc2ccccc2c1=O
→ -8	-3	11	-0.1	-2	1	1	-5
Nc1c(C(=O)c2ccco2)oc2ccccc12
→ nt	nt	nt	-0.1	6	3	nt	-3
C[C@H]1CN([C@@H](C)CO)C(=O)CCCn2cc(nn2)CO[C@@H]1CN(C)C
→ -1	2	-1	-0.2	1	-4	1	5
O=C(O)c1cc2ncc(-c3[nH]ncc3[N+](=O)[O-])cn2n1
→ nt	nt	nt	nt	16	2	5	-14
COc1cc(-c2cc(-c3ccc(O)cc3)nc(N)c2C#N)ccc1O
→ nt	nt	nt	nt	-1	-17	16	-8
c1ccc2c(Nc3nncs3)c3ccccc3nc2c1
→ 2	-1	9	-1.3	-5	0	1	-20
CCOc1ccc(CCNC(=O)c2cc([N+](=O)[O-])ccc2N2CCOCC2)cc1OCC
→ nt	6	-10	-0.6	2	-1	-1	-7
C[C@@H]1CCCCO[C@H](CN(C)Cc2ccc(C(=O)O)cc2)[C@@H](C)CN([C@H](C)CO)C(=O)c2cc(NC(=O)Nc3ccc4c(c3)OCO4)ccc2O1
→ -5	-5	-3	0.0	5	1	-2	7
COc1ccc(C=O)c(OCc2cn(CC(=O)c3ccc(O)cc3)nn2)c1
→ 3	5	-4	0.0	19	-3	0	-9
CC(C)NC(=O)N(C)C[C@@H]1OCCCC[C@@H](C)Oc2ccc(NC(=O)Cc3ccccc3)cc2C(=O)N([C@@H](C)CO)C[C@@H]1C
→ nt	-2	3	-0.3	-1	2	-5	13
COc1cc(CN2CCc3ccc(NC(=O)CCc4ccccc4OC)cc3C2)ccc1O
→ 3	3	-22	-0.1	-1	-2	6	-15
Cc1cccc(Nc2c(O)nc[nH]c2=O)c1
→ 3	6	3	-0.2	2	4	-1	-5
COc1ccc(NS(=O)(=O)c2ccc(Cl)c(C(=O)O)c2)cc1S(=O)(=O)N1CCCCC1
→ nt	nt	nt	-1.0	1	-2	2	-1
COC(=O)CSc1nccc(-c2ccc(F)cc2)c1C#N
→ nt	nt	nt	3.6	-1	-20	1	-6
O=Cc1cnc2ccccc2c1-c1ccccc1
→ 0	1	-1	0.5	2	5	-2	-19
CCOc1ccc(-n2c(C)cc(/C=N/Nc3nc(C)cc(=O)[nH]3)c2C)cc1
→ -2	4	5	-0.1	7	1	-3	-10
COc1ccc(F)cc1-c1cc(C(=O)NC2CCCCC2)[nH]n1
→ 49*	3	6	0.4	0	-6	nt	3
O=C1C(=O)N(Cc2cccc([N+](=O)[O-])c2)c2ccccc21
→ nt	nt	nt	nt	-3	-3	-3	-7
CN1C(=O)c2cc(NC(=O)C3CCOCC3)ccc2OC[C@H]2O[C@H](CC(=O)NCCc3ccncc3)CC[C@H]21
→ -3	3	0	-0.1	0	0	1	3
CCCc1cc(C(=O)NC2CCCN(Cc3ccccc3F)C2)no1 (stereo not given)
→ 3	-5	0	nt	1	-8	-5	-9
CCCc1nc(SCC(=O)N2CCCC2)c2ccccc2n1
→ 6	3	-1	nt	nt	nt	1	nt
O=C(Nc1ccc2c(c1)oc1ccccc12)C1CC1
→ 59*	-2	6	nt	nt	nt	-8	nt
CN(Cc1cccnc1)C(=O)CC1C(=O)NCCN1Cc1ccc(-c2ccccc2)cc1 (stereo not given)
→ -3	nt	nt	nt	-2	-5	2	-16
COc1ccc(-n2nnnc2SCC(=O)NCc2cccs2)cc1
→ 0	nt	nt	5.2	-1	1	1	-4
COc1ccccc1NS(=O)(=O)c1cccc(C(=O)N2CC(C)OC(C)C2)c1 (stereo not given)
→ nt	-2	5	-0.2	2	6	-4	-6
COc1ccc(S(=O)(=O)N2CCN(c3ccc(F)cc3)CC2)cc1C(=O)N1CCCC1
→ 0	3	9	nt	3	-2	-2	-13
C[C@H]1CN([C@@H](C)CO)C(=O)Cc2cc(NC(=O)Cc3cn(C)c4ccccc34)ccc2O[C@@H]1CN(C)C(=O)Nc1cccc2ccccc12
→ -1	6	11	0.1	0	-3	-2	-10
C/C=C/c1ccc([C@H]2[C@@H](CNC(=O)c3ccncc3)N(C(C)=O)[C@H]2CO)cc1
→ -2	-2	5	-0.1	nt	nt	-3	nt
C[C@H](CO)N1C[C@H](C)[C@H](CN(C)S(=O)(=O)c2ccc(F)cc2)Oc2ncc(-c3cccc(C(=O)N(C)C)c3)cc2C1=O
→ -4	-1	-5	-0.2	1	-1	-1	-2
COc1ccccc1/C=N/NC(=O)CSc1cc(C)nc2ccccc12
→ nt	nt	nt	nt	-1	4	3	-20
Fc1cc(NC(=S)NCc2ccc(CNC(=S)Nc3ccc(Cl)c(F)c3)cc2)ccc1Cl
→ 7	4	nt	-0.2	-4	2	-3	-7
C[C@@H]1CN([C@H](C)CO)C(=O)Cc2cc(NC(=O)Cc3ccccc3)ccc2O[C@@H]1CN(C)S(=O)(=O)c1cccs1
→ -15	1	-1	0.0	-14	3	-1	12
Cc1ccc(CNC(=O)/C=C/C(=O)O)cc1
→ nt	nt	nt	nt	1	-5	-9	-13
COc1ccc(CNc2nc3ccccc3n2CCN2CCCCC2)c(OC)c1
→ -63	-3	1	nt	nt	nt	5	nt
COCCNC(=O)c1ccc(-c2cn[nH]c2)c2ccoc12
→ -7	2	0	-0.2	2	-2	nt	-4
O=S(=O)(c1cccc(C(F)(F)F)c1)N1CCC(O)(c2cccnc2)CC1
→ 1	-5	0	nt	nt	nt	0	nt

Next compounds.
Order of results: esBAF inh	PglD DTNB	RAD54 branch	E-sel inducer	CASP6 VEID inh	ERp5 inh	ARNT TACC3 PPI	RAD52 inh
Cn1c(SCC(=O)NC2CCCCC2)nnc1-c1ccccn1
→ -1	0	-4	0.5	39*	3	7	-9
CC(=O)N(CN1C(=O)c2ccccc2C1=O)c1cccc(C)c1
→ 1	5	-6	nt	nt	nt	-6	nt
CC(C)CNC(=O)C1(C)CCCCCN1C(=O)c1csnn1 (stereo not given)
→ -3	-5	3	0.1	0	3	nt	2
C[C@H]1CN([C@@H](C)CO)C(=O)c2cccc(NC(=O)NC3CCCCC3)c2O[C@H]1CN(C)CC1CCCCC1
→ 11	-5	-6	-0.1	0	8	-2	2
C[C@@H]1CCCCO[C@H](CN(C)S(=O)(=O)c2cccs2)[C@@H](C)CN([C@H](C)CO)C(=O)c2cc(NC(=O)Nc3cccc4ccccc34)ccc2O1
→ -4	2	7	-0.2	nt	nt	-18	nt
O=C(O)CCCC(=O)Nc1ccc(-n2ccc(C(F)(F)F)n2)cc1
→ -1	2	8	0.6	8	-3	-3	-5
CCC(C)NC(=O)CCC(=O)NNc1nc2ccccc2c2nc(C)nn12 (stereo not given)
→ -6	-2	7	-0.3	3	-2	3	-2
Clc1ccc(-c2nnc(C3CCCCC3)o2)cc1
→ 37	-2	0	nt	nt	nt	-7	nt
